Assay outcomes from PubChem.
S3 lipid droplet – qHTS Assay for Lipid Storage Modulators in Drosophila S3 Cells; actives 0.64% (n = 320,000); lipid storage change, negative = inhibition, % at the top dose, mostly 46.1 µM; hits show Potency in µM; Drosophila S3 cells, BODIPY lipid droplet fluorescence, 18-24 h; cells fed with added oleic acid; AID 2685, 2010; active means well fitted inhibition curve with a large enough effect in the signal ratio, with a control signal flat, not every such curve was filed as active; inconclusive means small, poorly fitted or top-dose-only effect, or effect the other way, or a change in a side signal; the % refers to the signal ratio
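Drosophila S3 cells loaded with oleic acid (400 uM, as added) and compounds at several concentrations; lipid droplets imaged by 488-nm laser-scanning cytometry, 500–530 nm intensity and object ratio to cell channel. Percent activity normalized to 20 uM Triacsin C.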
S3 lipid droplet cell count max – also measured in S3 lipid droplet; calls as there; cell number change, %; measured here: cell count max response;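 cells counted by Cell Tracker Red CMTPX staining in the red channel; peak over a dose series mostly up to 46.1 µM; percent activity relative to internal control wells on each plate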
Numbers without * were called inactive; i = inactive; ? = inconclusive; / = not tested or not shown. On the % scale 0 is the no-effect control and ±100 the full control effect; potency means the concentration at half of the fitted maximal effect. An excerpt; the hit share may differ from the screen's.

SMILES | S3 lipid droplet | S3 lipid droplet cell count max
Cn1cc(C(CO)Cc2ccccc2)c2ccccc21 (configuration not stated) | ? | /
CCCCCCCC(=O)N/N=C(\C)c1cccnc1 | -1.4% | -0.4
O=C(Nc1nnc(S(=O)(=O)N2CCOCC2)s1)c1ccccc1F | i | -16.5
O=C(CCNC(=O)C1CCN(S(=O)(=O)c2ccc(F)cc2)CC1)NCc1cccnc1 | ? | /
CN1CCC2(CC1)N=C(c1ccc(F)cc1)C(=S)N2C(=O)c1ccc(C(C)(C)C)cc1 | ? | /
COC(=O)c1ccc2c(c1)NC(=O)CS2 | ? | /
O=C1CN(c2ccccc2)C(=S)N1C(=O)c1ccccc1 | ? | /
CCn1c(SCC(=O)c2c(N)n(C)c(=O)n(C)c2=O)nnc1-c1ccccc1 | -0.5% | 5.1
CCN(CC)S(=O)(=O)c1ccc(Cl)c(NC(=S)NC(=O)C2CCCC2)c1 | ? | /
CCC1CCCCN1C(=O)COC(=O)CSc1ccc(C(N)=O)cc1[N+](=O)[O-] (configuration not stated) | ? | /
COc1ccc(NC(=O)N2CCCC(C(=O)NC(C)C)C2)cc1 (configuration not stated) | 11.9% | 10.2
O=C(NNC(=O)c1ccccc1[N+](=O)[O-])Nc1ccc(Cl)cc1 | ? | /
COc1ccccc1N(CC(=O)Nc1cc(C)on1)S(=O)(=O)c1ccc(Cl)cc1 | i | /
Cc1ccccc1NC(=O)CC1SC(=Nc2ccc(O)cc2)NC1=O (configuration not stated) | 10.7% | -7.2
CC(C)Cn1c(SCC(=O)NC2CCCc3ccccc32)nc(O)cc1=O (configuration not stated) | ? | /
Cc1cc(C(C)(C)C)cc(S(=O)(=O)Nc2ccc(O)c(C(=O)O)c2)c1C | i | -10.5
Cc1c(/C=N/O)c2ccccn2c1C=O | i | /
COc1ccc(-c2nnc(SCC(=O)NC(=O)NCc3ccccc3)o2)cc1 | 7.9% | 0.2
COCCCn1c(C(=O)NCCN2CCOCC2)cc2c(=O)n3ccccc3nc21 | 1.84µM* | 5.4*
O=C(CN1CCN(c2ccccn2)CC1)Nc1ccccc1Br | i | 7.6
COc1ccc([N+](=O)[O-])cc1NCc1cccc([N+](=O)[O-])c1 | 5.4% | 3.9
Cc1ccc(C(=O)N2CCOCC2)cc1Cl | 1.0% | 1.7
COC(=O)C1=CN(Cc2ccc(OC)c(OC)c2)C=C(C(=O)OC)C1c1ccccc1F | ? | /
COc1ccccc1NC(=O)Nc1nc(CC(=O)NCc2ccc(F)cc2)cs1 | ? | /
Cc1cc(SCC(=O)OCC(=O)NC(C)c2ccccc2)c(C)cc1Br (configuration not stated) | ? | /
Cn1ncc(Cl)c1C(=O)N1CCN(C(=O)c2ccco2)CC1 | ? | /
Cc1cccc(NC(=O)CNC(=O)CSc2nc(N)cc(N)n2)c1C | ? | /
Cc1nnc(Nc2ccc3c(c2)ncn3C)c2ccccc12 | ? | /
CC(C)(C)NC(=O)NC(=O)CSc1nnc(COc2ccccc2Cl)o1 | i | /
CCN1CCN(c2ncnc3c2cnn3-c2ccc(C)cc2C)CC1 | ? | /
Cc1ccc(-n2c(-c3cnccn3)n[nH]c2=S)c(Br)c1 | i | /
CCOc1ccccc1N(CC(=O)Nc1cccc(OC)c1)S(=O)(=O)c1ccccc1 | i | -27.6
Fc1ccc(COc2ccc(-c3nnco3)cc2)c(Cl)c1 | -21.8% | 3.4
COc1cc(C)nc(Nc2nc(C)c(C(C)=O)s2)n1 | 16.3% | 0.6
Cc1nc(C(=O)Nc2ccc(Cl)cc2)nn1-c1ccc([N+](=O)[O-])cc1 | ? | /
Cc1ccc(NC(=O)c2cc(-c3cccs3)on2)cc1C | 0.5% | -2.3
C=CCC(CC=C)(C(N)=O)c1ccccc1 | -2.2% | 7.6
COC(=O)c1[nH]c2ccc(C)cc2c1NC(=O)Oc1ccccc1 | -8.1% | -3.1
CSCCC(NS(=O)(=O)c1ccc(Cl)cc1)C(=O)OCC(=O)NC12CC3CC(CC(C3)C1)C2 (configuration not stated) | ? | /
N=C1/C(=C\c2ccc(OC(=O)c3ccco3)cc2)C(=O)N=C2SC(N3CCCCC3)=NN12 | -15.1% | 12.7
O=C(CCC1CCCC1)Nc1cc(Cl)ccc1N1CCOCC1 | ? | /
CC(Sc1nncn1C)C(=O)Nc1ccc(N2CCCCC2)cc1 (configuration not stated) | ? | /
CCCOc1ccc(C(=O)Nc2ccc(S(=O)(=O)NC3=NCCCCC3)cc2)cc1 | i | /
COc1ccc(CCN(C(=O)c2ccc(F)cc2)C2=CC3CCC(C2)N3C)cc1OC (configuration not stated) | ? | /
O=C(CNC(=O)c1ccc(Cl)cc1)NCCCn1ccnc1 | ? | /
COC(=O)/C(=C\c1cccnc1)NC(=O)c1ccc(OCc2ccccc2)cc1 | 19.6% | -9.7
Cn1c(C(=O)O)cc2c(=O)n3ccccc3nc21 | -0.1% | 3.3
CCOc1ccc(CN2CCNC(=O)C2CC(=O)NCCCn2ccnc2)cc1 (configuration not stated) | 0.9% | 2.7
O=C1N=C2SCCN2/C1=C\c1ccc(Cl)cc1 | i | 2.2
CCOC(=O)C1CCCN(C(=O)c2ccc(S(=O)(=O)N3CCOCC3)cc2)C1 (configuration not stated) | ? | /
NNC(=O)c1nn(-c2ccc(Cl)cc2)ccc1=O | i | /
O=C(c1ccc(SCc2ccco2)c([N+](=O)[O-])c1)N1CCOCC1 | 9.0% | 18.0
COc1ccc(CNC(=O)CN2CCN(S(=O)(=O)c3cc(Br)ccc3Br)CC2)cc1OC | ? | /
CCOC(=O)CNC(=O)CSc1nc2cccnc2n1C | ? | /
Cc1cc(C)c(C)c(S(=O)(=O)N2CCN(C(=O)C3CSC4(C)CCC(=O)N34)CC2)c1C (configuration not stated) | ? | /
CCc1ccc(-c2nn[nH]n2)cc1 | ? | /
CCN(CC)C(=O)Cn1cc(C(=O)C(=O)NCc2ccco2)c2ccccc21 | 5.7% | /
CCCCc1nnc(NC(=O)C2CCN(c3ncnc4sc(C)c(C)c34)CC2)s1 | i | 7.6
COc1cc(C2C(C#N)=C(SC)NC3=C2C(=O)CCC3)ccc1O (configuration not stated) | -0.2% | 0.2
OCC(O)/C=N/Nc1nc(Nc2ccccc2)nc(Nc2ccccc2)n1 (configuration not stated) | 13.8% | 20.2

Next part
SMILES | S3 lipid droplet | S3 lipid droplet cell count max
O=C(N1CCN(c2ccccc2)CC1)C(F)(F)C(F)F | ? | /
CC(C)C(=O)Nc1nnc(S(=O)(=O)N2CCCCCC2)s1 | ? | /
CCOC(=O)c1ccc(NC(=O)CSCCC(=O)O)cc1 | ? | /
N=c1sccn1CC(=O)Nc1ccc(Cl)c(S(=O)(=O)N2CCOCC2)c1 | 2.9% | 11.5
CN(CC(=O)NCc1cccnc1)S(=O)(=O)c1ccc(F)cc1 | ? | /
O=C(Nc1cccc(O)c1)c1cc(-c2ccc3c(c2)OCO3)on1 | ? | /
COC(=O)/C(=C1\Oc2ccc(C(C)(C)C)cc2S1)C(F)(F)F | ? | /
COc1ccc(COC(=O)c2ccc(N3CCCC3=O)cc2)cc1F | 12.0% | -0.3
COc1ccc(OCC(O)CNc2ccc(Br)cc2)cc1 (configuration not stated) | ? | /
COc1ccc(NC(C)C(=O)N/N=C/c2c(O)ccc3ccccc23)cc1 (configuration not stated) | ? | /
NC(=O)C1CCN(C(=O)c2ccc3nc(-c4ccccc4)c(-c4ccccc4)nc3c2)CC1 | ? | /
CC(C)C(C)NC(=O)CN1C(=O)NC2(CCc3ccccc3C2)C1=O (configuration not stated) | ? | /

Single records (already shown).
CC(C)C(=O)Nc1nnc(S(=O)(=O)N2CCCCCC2)s1 as listed: S3 lipid droplet = ?; S3 lipid droplet cell count max = /
COc1ccc(COC(=O)c2ccc(N3CCCC3=O)cc2)cc1F as listed: S3 lipid droplet = 12.0%; S3 lipid droplet cell count max = -0.3
CC(C)C(C)NC(=O)CN1C(=O)NC2(CCc3ccccc3C2)C1=O (configuration not stated) as listed: S3 lipid droplet = ?; S3 lipid droplet cell count max = /

(continued)
SMILES | S3 lipid droplet | S3 lipid droplet cell count max
CN1CCN(Cc2cn[nH]c2-c2ccc(F)cc2F)[C@@H](c2ccccc2)C1 | ? | /
COc1cc(-c2nnc(CSc3nnc(Nc4ccc(C(C)C)cc4)s3)o2)cc(OC)c1OC | 5.0% | 1.1
C/C(=N\NC(=O)Cn1nc(C)c([N+](=O)[O-])c1C)c1ccc(Cl)s1 | -9.1% | -4.1
Cc1ccc(NC(=O)c2c(Cl)nc3ccccn23)cc1 | ? | /
O=C(N/N=C/c1ccco1)c1cc(-c2cccc3ccccc23)n[nH]1 | -1.2% | -16.1
CCOC(=O)C1C(=O)NC(N2CCOCC2)=NC1C(C)C (configuration not stated) | -6.3% | 5.9
COc1ccc(/C=N/N(C(C)=O)c2nc(-c3ccc(C)cc3)cs2)cc1 | ? | /
Fc1ccc(SCCc2ccccn2)cc1 | ? | 5.8
O=C(OCCN1CCCCC1)c1ccc(O)cc1 | ? | /
O=S(=O)(NC1CCCCC1N1CCN(c2ccccc2F)CC1)c1ccccc1 (configuration not stated) | ? | /
Cc1ccc(NC(=O)CN(C)S(=O)(=O)c2ccc3[nH]c(=O)oc3c2)c(C)c1 | i | -16.5
Cc1cc(NC(=O)CSc2nnc(N)s2)c([N+](=O)[O-])cc1C | 13.8% | -2.3
COC(=O)c1ccccc1NC(=O)CSc1nnnn1C1CCCCC1 | ? | /
CCOc1cc(-c2noc(CCC(=O)Nc3cccnc3)n2)ccc1OC | ? | /
O=C(COc1ccc2c(c1)OCO2)Nc1ccccc1C(F)(F)F | ? | /
CCN(CC)C(=O)CN(c1cccc(OC)c1)S(=O)(=O)c1ccc(C)cc1 | i | 3.5
Cc1cc(C(=O)C(=O)N(C)C)c(C)n1-c1ccc(Cl)c(Cl)c1 | ? | /
CN1CCN(C(CNS(=O)(=O)c2ccc(Cl)cc2)c2cccnc2)CC1 (configuration not stated) | 8.7% | 3.3
CCOc1ccc(/C=N/NC(=O)c2cc3c(OC)cc(OC)cc3[nH]2)cc1OC | ? | /
COc1cc(CN2CCN(CC#Cc3ccccc3)CC2CCO)cc(OC)c1 (configuration not stated) | 17.0% | -2.0
Cc1ccc(C(NC(=O)NCCCN2CCOCC2)=C(Cl)Cl)cc1F | i | 14.4
O=C(COC(=O)CSc1ccccc1)NNC(=O)c1ccc([N+](=O)[O-])cc1 | i | 16.8
O=C(COC(=O)/C=C/c1cccc(F)c1)Nc1ccccc1-c1ccccc1 | 28.8% | 2.3
CC(NS(=O)(=O)c1ccc(CCC(=O)NCC2CCCO2)cc1)c1ccccc1 (configuration not stated) | -8.2% | -13.2
COc1ccc(NC(=O)C2CCN(c3nc(C)cc(C)n3)CC2)cc1 | -9.1% | -7.4
CCCCNC(=S)Nc1cc([N+](=O)[O-])ccc1C | ? | /
NC(=O)C(c1ccc(Cl)cc1)c1ncc(C(F)(F)F)cc1Cl (configuration not stated) | 20.1% | 6.1
NS(=O)(=O)c1ccc(NC(=O)c2cccc(N3C(=O)c4ccccc4C3=O)c2)cc1 | ? | /
O=[N+]([O-])c1cc(C(F)(F)F)ccc1N/N=C/c1cc2ccccc2nc1Cl | -0.8% | 5.9
CC(C)(C)OC(=O)N[C@H](C(=O)OC(C)(C)C)c1ccc(C(F)(F)F)cc1 | ? | /
CC(C)Nc1nc(Oc2ccc(Cl)cc2Cl)cc(C(F)(F)F)n1 | ? | /
COC(=O)CCCCC1SCC2NC(=O)NC21O (configuration not stated) | ? | /
CCN(C(=O)c1cccs1)C1CCS(=O)(=O)C1 (configuration not stated) | 26.6% | -18.9
COc1ccccc1C(=O)Nc1ccnn1C1CCN(CCCC2CCCC2)CC1 | ? | /
Cc1ccccc1C(=O)Nc1ccccc1C(=O)NCC(C)C | ? | /
O=C(NCCNC1CCC(c2ccccc2)CC1)c1ccc(F)cc1 (configuration not stated) | -9.2% | -15.4
COc1ccc2nc3ccccc3nc2c1N | ? | /
CCCn1c(=S)[nH]c2ccccc2c1=O | ? | /
CCOC(=O)N1CCN(C(=O)CN(C)S(=O)(=O)c2ccc(Cl)cc2)CC1 | i | 13.3
Cc1ccn(CC(=O)N2CCCC(N3CCN(c4ccc(F)cc4)CC3)C2)n1 (configuration not stated) | -9.2% | /
Cc1ccc(NC(=O)C2C3CCCC2C3c2ccccc2)cc1 (configuration not stated) | 6.1% | -7.2
Cc1onc(-c2c(F)cccc2Cl)c1C(=O)Nc1nnc(-c2ccccc2)s1 | ? | /
O=C1Nc2ccccc2N(O)N1c1ccc(S(=O)(=O)N2CCCCCC2)cc1 | 5.6% | 0.4
O=C(N/N=C/c1cc2ccccc2nc1Cl)c1ccncc1 | ? | /
Cc1cn(C2OC(COC(=O)c3ccccc3)C(OC(=O)c3ccccc3)C2OC(=O)c2ccccc2)c(=O)[nH]c1=O (configuration not stated) | 3.1% | -10.0
